Screening results deposited in PubChem BioAssay by Broad Institute.
LGR2 antag – inhibitors of bursicon-induced LGR2 CRE-luciferase signal, primary screen, cell-based, HEK293, CRE-luciferase reporter, bursicon stimulation; Drosophila bursicon receptor LGR2 (rickets); bursicon-stimulated, 4 h; 380,000 tested, 0.35% active; inhibition, % at 9.99 µM;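 active = drop in luminescence signal, shown as inhibition above about 50% in the replicate tests, limit read from the data, passing the limit was not always enough; inconclusive = probably only some replicates passing the limit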;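 also: agonist challenge used bursicon conditioned medium at about half maximal strength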
PGC1a acetyl inh – inhibitors of PGC1a acetylation signal, primary screen, cell-based, U2OS, AlphaScreen, inhibitor mode. AlphaScreen anti-acetyl-lysine; with virally co-expressed GCN5 acetyltransferase. inhibition, % at 15.6 µM. 350,000 tested, 0.17% active. AID 651687, 2012;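 active = every replicate shows inhibition of at least 40%; inconclusive = mean inhibition at least 40% but some replicate below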;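 also: 0% = neutral control wells and 100% = positive control wells; some results beyond the cut were filed as inactive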
PAX8 reporter – inhibitors of PAX8-driven TPO luciferase reporter, primary screen, RMG-I cells, single concentration; 360,000 tested, 1.2% active; SteadyGlo, 24 h; inhibition, % at 12.6 µM;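 active = mean replicate inhibition at least 60% with every replicate also reaching 60%; inconclusive = only one of the two criteria is met; inactive = mean below 60% and not all replicates reaching 60%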;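 also: luciferase light reporting Pax8 driven TPO promoter activity; plate controls were median of neutral control wells for no effect and mitoxantrone controls for full effect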
ERAP1 inh – human ERAP1 aminopeptidase inhibitors, primary screen, biochemical, single point, plate reader. recombinant ERAP1, Leu-AMC fluorescence, 60 min. inhibition, % at 10.7 µM. 340,000 tested, 0.15% active. AID 652197, 2013;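 active = mean replicate inhibition of at least 30%, or all replicates individually reaching that 30% level; inactive = mean below 30% and not every replicate reaching it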;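 also: 0% = neutral control wells and 100% = L-leucinethiol positive control wells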
Target sequence (Q9NZ08 whole entry, looked up): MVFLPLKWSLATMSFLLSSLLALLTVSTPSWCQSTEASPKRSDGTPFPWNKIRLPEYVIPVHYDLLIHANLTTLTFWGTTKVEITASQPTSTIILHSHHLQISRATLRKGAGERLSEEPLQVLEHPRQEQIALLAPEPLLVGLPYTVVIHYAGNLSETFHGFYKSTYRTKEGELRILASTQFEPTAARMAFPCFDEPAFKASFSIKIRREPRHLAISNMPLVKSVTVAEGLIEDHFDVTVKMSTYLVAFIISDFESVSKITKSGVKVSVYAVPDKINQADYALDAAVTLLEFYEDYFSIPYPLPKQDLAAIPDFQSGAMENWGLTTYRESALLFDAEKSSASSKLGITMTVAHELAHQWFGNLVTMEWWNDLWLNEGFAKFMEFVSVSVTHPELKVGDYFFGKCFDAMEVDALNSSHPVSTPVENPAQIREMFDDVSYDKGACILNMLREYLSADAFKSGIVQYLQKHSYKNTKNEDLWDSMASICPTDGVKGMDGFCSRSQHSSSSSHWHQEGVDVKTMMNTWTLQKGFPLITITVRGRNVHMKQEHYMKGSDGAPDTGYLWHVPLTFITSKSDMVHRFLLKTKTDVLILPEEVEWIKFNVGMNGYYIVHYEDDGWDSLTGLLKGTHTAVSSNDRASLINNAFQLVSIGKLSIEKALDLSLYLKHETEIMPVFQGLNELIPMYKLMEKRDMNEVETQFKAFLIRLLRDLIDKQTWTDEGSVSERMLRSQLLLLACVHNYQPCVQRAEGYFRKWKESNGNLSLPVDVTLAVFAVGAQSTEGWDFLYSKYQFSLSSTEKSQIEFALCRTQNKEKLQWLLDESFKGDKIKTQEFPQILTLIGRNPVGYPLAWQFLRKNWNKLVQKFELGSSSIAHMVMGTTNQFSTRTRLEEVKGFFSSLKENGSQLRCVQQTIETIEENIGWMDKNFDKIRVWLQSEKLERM
FN deposit inh – inhibitors of fibronectin matrix deposition, primary screen, AH1F cells, Alexa488-fibronectin fluorescence, plate reader. AH1F fibroblasts, overnight. inhibition, % at 12.6 µM. 350,000 tested, 0.086% active;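 active = mean inhibition across replicates of 30% or more, regardless of how many single replicates reach that level; inconclusive = mean under 30% yet at least half of replicates reach 30%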;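 also: positive control wells lacked labelled fibronectin entirely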
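Material: AH1F fibroblast monolayer depositing Alexa488-labelled fibronectin into matrix / Amount: 10000 AH1F cells per well / Signal: fluorescence 485/525 nm / Medium: DMEM, 2% serum / Compound: single dose, pinned / Incubation: 1 h cell adhesion before compound, then overnight fibronectin incubation / Reagent: Alexa488-FN, 24 nM final / Read-out: inhibition of fibronectin deposition signal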
PglD inh – C. jejuni PglD acetyltransferase inhibitors, primary screen, biochemical, DTNB colorimetric, single point; UDP-N-acetylbacillosamine N-acetyltransferase PglD (Campylobacter jejuni); purified PglD enzyme, DTNB colorimetric CoA detection; inhibition, % at 12.5 µM; 360,000 tested, 0.098% active; AID 602405, 2012; in the data active = inhibition above about 16%, passing the limit was not always enough; inconclusive = no clear call, values can overlap the other calls; also: strong numbers were not always called active
S100A4 MyoIIA – inhibitors of S100A4-myosin IIA peptide binding, primary screen, biochemical, fluorescence polarization, TAMRA-MyoIIA peptide | AID 652163, 2013 | 360,000 tested, 0.14% active | inhibition, % at 10.7 µM;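 active = mean inhibition of at least 70% across replicates, with every replicate also reaching that level; inconclusive = mean inhibition reaches 70% but some replicates fall short; inactive = mean inhibition below 70%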
Target sequence (P26447 whole entry, looked up): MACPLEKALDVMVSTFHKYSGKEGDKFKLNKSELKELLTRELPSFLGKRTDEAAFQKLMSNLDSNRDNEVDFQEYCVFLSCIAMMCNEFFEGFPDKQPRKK
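Material: S100A4 monomer (human). Medium: Calcium-containing HEPES buffer, pH 7.2. Probe or stimulus: labelled myosin peptide probe, 5 nM. Compound dosing: one concentration per compound. Timing: polarization read 5 min after assay mix addition, stable 5–60 min. Benchmarks: DMSO as neutral control, TFP as positive control.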
EWS-Fli block – EWS/Fli-driven NR0B1 reporter inhibitors, primary screen, A673 cells, NR0B1 luciferase, luminescence, MLPCN library. viability-normalised. 350,000 tested, 0.67% active. AID 651661, 2012. inhibition, % at 12.6 µM;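 active = mean inhibition of at least 50% after viability correction, with every replicate also passing that limit; inconclusive = mean reaches 50% but only one of two replicates passes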;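 also: firefly luciferase signal divided by Alamar Blue viability fluorescence both relative to DMSO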
An asterisk follows results filed as active; u = inconclusive; x = not tested or not shown.

SMILES | LGR2 antag | PGC1a acetyl inh | PAX8 reporter | ERAP1 inh | FN deposit inh | PglD inh | S100A4 MyoIIA | EWS-Fli block
CCC(=O)N1CC2(C1)CN(S(C)(=O)=O)[C@@H](CO)c1c2c2ccc(OC)cc2n1C | -2 | -3 | x | 1 | x | x | -14 | -7
Cc1ccc(S(=O)(=O)N2[C@@H](c3ccccc3)C(C(=O)O)=CC[C@H]2c2cccs2)cc1 | -4 | x | 8 | 5 | 0 | -4 | 1 | -16
CC(=O)Oc1ccc(C(=O)O)cc1OC(C)=O | 13 | -6 | x | 13 | 6 | 8 | 7 | -8
CCn1c(CCNC(=O)c2ccco2)nc2ccccc21 | 2 | x | 3 | -2 | -8 | 5 | 7 | 2
C=CCN=C1NN=C(c2cc(C)n(CCOC)c2C)CS1 | u | x | 56 | 1 | 2 | x | -4 | 85*
CCN(CC(=O)Nc1ccccc1C(F)(F)F)C(=O)c1cccc(N2C(=O)CCC2=O)c1 | 5 | x | -4 | -2 | -4 | -1 | -11 | 1
Cc1ccc(-n2nc(C)c3c(C)cc(=O)[nH]c32)cc1 | 29 | -1 | x | x | 1 | -5 | x | x
COc1ccc(S(=O)(=O)N(C)C[C@@H]2Oc3c(NS(=O)(=O)c4ccc(Cl)cc4)cccc3C(=O)N([C@@H](C)CO)C[C@H]2C)cc1 | -5 | 7 | 2 | x | 2 | 0 | x | -3
CN1CCN(c2ccc([N+](=O)[O-])cc2C(=O)N2CCOCC2)CC1 | x | -14 | -9 | x | 6 | -3 | x | x
COc1ccc([C@H]2C(C(=O)O)=C[C@@H](C(C)(C)C)N2S(=O)(=O)c2ccccc2)cc1 | -22 | -1 | -8 | -1 | -1 | 0 | 0 | -4
CC(=O)Nc1ccc(NC(=O)CSc2ccc3nnc(CCNC(=O)c4ccccc4)n3n2)cc1 | 6 | x | -11 | 3 | -3 | x | -5 | -1
COc1ccccc1N1C(=O)S/C(=C\c2cccs2)C1=O | -3 | 2 | -22 | 0 | 5 | -2 | -2 | -2
O=C(NCCc1ccc(Cl)cc1)c1ccc2c(c1)OCO2 | -123 | 3 | -181 | 4 | x | 1 | 3 | -49
Cc1ccc(CNC(=O)C(Cc2ccccc2)NS(=O)(=O)c2cccs2)cc1 (centres undefined) | -9 | -2 | x | 0 | -5 | 3 | -3 | x
O=C(C[C@H]1C[C@@H]2c3cc(NC(=O)CC4CC4)ccc3O[C@@H]2[C@H](CO)O1)NCC1CC1 | 1 | 1 | 11 | 1 | 7 | -3 | 3 | -1
CN1c2ccc(C3=CCCCC3)cc2[C@@H]2[C@@H](CCN2S(=O)(=O)c2ccccc2)[C@H]1CO | 11 | -5 | 19 | 2 | 6 | -3 | 7 | -11
COc1ccc(C(=O)NCCc2nnc3ccc(SCC(=O)N4CCOCC4)nn23)cc1 | 5 | x | 3 | -2 | 5 | 3 | -11 | 2
CCN1CCN(Cc2ccc(NC(=O)Nc3ccc(OC)cc3)cc2)CC1 | -10 | -13 | -88 | x | -5 | -4 | 0 | -55
CC(=O)Nc1cc(-c2ccc(C(=O)N3CCOCC3)cc2)cn2c(-c3cccc(C(F)(F)F)c3)cnc12 | 28 | 17 | 27 | 2 | 5 | -6 | -7 | 11
O=C(/C=C/c1ccc(Cl)cc1Cl)N(Cc1ccccc1)C1CCS(=O)(=O)C1 (centres undefined) | -1 | 2 | 16 | x | 1 | 3 | x | x
CCC(=O)N(C)C[C@@H]1Oc2cc(Br)ccc2S(=O)(=O)N([C@H](C)CO)C[C@H]1C | 5 | -7 | x | 0 | -10 | -2 | 0 | -8
COc1cc(C(=O)NCC(c2ccco2)N2CCCC2)ccc1OCc1ccccc1 (centres undefined) | -2 | -3 | 6 | 4 | 0 | -4 | -20 | -9
COCC(=O)N(C)C[C@@H]1Oc2ncc(C#Cc3ccncc3)cc2C(=O)N([C@@H](C)CO)C[C@H]1C | 7 | 3 | x | 1 | x | 3 | -7 | -14
CCC1CCCCN1C(=S)NC(=O)c1ccc(F)c(S(=O)(=O)N2CCOCC2)c1 (centres undefined) | x | x | 6 | -2 | 3 | x | 0 | 23
C[C@@H]1CCCCO[C@@H](CN(C)Cc2ccc(Cl)c(Cl)c2)[C@H](C)CN([C@@H](C)CO)C(=O)c2cc(NC(=O)Nc3ccc(F)cc3)ccc2O1 | 19 | -35 | 67* | -1 | x | -9 | -7 | 9
CC(C)c1c(C(=O)N/N=C/c2ccco2)nnn1-c1nonc1N | -5 | 8 | -4 | 0 | -7 | 1 | -8 | x
COc1cccc(C(=O)O[C@H]2[C@H](C)NS(=O)(=O)[C@H]3C[C@@H]4C=C[C@]23O4)c1 | -9 | 2 | -5 | 2 | 6 | 3 | 1 | 1
Fc1ccccc1Cc1noc(CN2CCCC(CN3CCOCC3)C2)n1 (centres undefined) | -50 | x | -4 | 4 | 8 | -2 | -2 | 3
CCNC(=O)C[C@H]1CC[C@@H]2[C@H](COc3ccc(NC(=O)c4cc(C)on4)cc3C(=O)N2C)O1 | -10 | 7 | -5 | 4 | -2 | -1 | 2 | 18
CN(Cc1ccc(Cl)cc1)C(=O)c1ccc(S(=O)(=O)NCc2ccco2)cc1 | -5 | 9 | 25 | -6 | 13 | 4 | -6 | 8
CC(=O)c1cccc(N(CC(=O)NC2CCCCC2)C(=O)c2csnn2)c1 | -8 | x | 1 | -4 | 9 | -2 | -2 | 8
COC(=O)c1ccc(NC(=O)COC(=O)c2nc3nccc(C)n3n2)cc1 | -4 | 20 | -11 | 7 | 12 | x | -36 | 28
C[C@@H]1CN([C@@H](C)CO)C(=O)c2cccc(NC(=O)c3ccc(-c4nccs4)cc3)c2O[C@@H]1CN(C)C | -11 | 8 | -6 | 0 | -1 | 2 | 8 | -2
Cn1cnc(S(=O)(=O)N[C@H]2C=C[C@@H](CC(=O)Nc3ccc(-c4ccccc4)cc3)O[C@@H]2CO)c1 | -1 | 8 | -13 | -1 | 0 | 3 | 0 | -8
C/C=C/c1ccc([C@H]2[C@@H](CNC(=O)c3ccccn3)N(C(=O)CC)[C@H]2CO)cc1 | 10 | -6 | -26 | 0 | -17 | 15 | -3 | -5
O=C(C[n+]1ccccc1)N/N=C/c1c(F)cccc1Cl | -25 | -2 | -7 | -1 | 2 | 6 | -3 | -11
O=C(Nc1cccc(F)c1)c1cc(S(=O)(=O)N2CCOCC2)cs1 | -9 | -4 | 3 | 18 | -3 | x | -2 | 13
C[C@H]1CN([C@@H](C)CO)C(=O)c2cc(NS(=O)(=O)c3ccc(F)cc3)ccc2O[C@H]1CN(C)Cc1ccc(C(F)(F)F)cc1 | 10 | 10 | 34 | -1 | x | 2 | -4 | 2
COCC(=O)N(C)C[C@H]1Oc2cc(-c3ccccc3)ccc2S(=O)(=O)N([C@H](C)CO)C[C@@H]1C | 14 | 9 | -1 | -1 | x | 0 | -7 | -12
O=[N+]([O-])c1cccc(C=Nc2cccc3ccccc23)c1O | 7 | x | 5 | 1 | 2 | 0 | -8 | 20
COc1ccc([C@H]2CC(=O)C=C(c3cccc(NC(C)=O)c3)C2)cc1 | 8 | -7 | -7 | x | 6 | -3 | 15 | -1
CO[C@H]1CN(C)C(=O)c2ccc(NC(=O)C3CCOCC3)cc2OC[C@@H](C)N(CC2CC2)C[C@H]1C | -2 | -7 | -4 | 2 | -1 | 1 | 5 | 1
Cc1oc(-c2cccs2)nc1CNC[C@H]1O[C@@H](n2cnc(C(N)=O)n2)[C@H](O)[C@@H]1O | -7 | -34 | -4 | 0 | 1 | -3 | 37 | 5
CCCNC(=O)[C@@H]1[C@@H](CO)[C@@H]2Cn3c(cccc3=O)[C@H]1N2S(=O)(=O)c1ccccc1C | 5 | x | -5 | 1 | x | -5 | 2 | -4
CC(C)NC(=O)N[C@H]1CC[C@@H](CCn2cc(-c3ccc(F)cc3)nn2)O[C@@H]1CO | -1 | -3 | 6 | 1 | x | -2 | 0 | 2
CCC(=O)N1CCc2cc(Br)cc(S(=O)(=O)NCCN3CCCC3)c21 | -3 | -10 | 7 | 1 | 0 | -3 | -4 | 3
COc1cc(N)c(Cl)cc1C(=O)NC1CCN(Cc2ccccc2)CC1 | -11 | 11 | 13 | -2 | x | 0 | -2 | -3
C/C=C/c1cnc2c(c1)C(=O)N([C@@H](C)CO)C[C@H](C)[C@@H](CN(C)S(=O)(=O)c1ccccc1)O2 | -15 | -7 | x | -1 | 11 | 0 | 5 | 6
COc1ccc(S(=O)(=O)Nc2ccc3c(c2)C(=O)N([C@H](C)CO)C[C@@H](C)[C@@H](CN(C)C)O3)cc1 | 14 | 1 | -18 | 0 | x | -1 | 3 | 5
O=C(Nc1nc2ccsc2c(=O)s1)c1ccco1 | x | -3 | -31 | x | 1 | -1 | -37 | -72
CS(=O)(=O)N1CC2(C1)[C@@H](c1ccccc1)[C@H](CO)N2Cc1ccc(F)cc1 | 1 | x | x | -2 | x | x | 15 | 10
Cc1ccc(C(=O)NNC2=NC(C)(C)Cc3ccccc32)cc1 | 0 | 0 | -5 | 4 | 2 | -1 | -2 | -5
COc1ccc(F)cc1C(=O)C1CCCN(Cc2cnc(N3CCCC3)s2)C1 (centres undefined) | -7 | 7 | -5 | 0 | 0 | -1 | -3 | -11
COCC(=O)N(C)C[C@@H]1Oc2ncc(-c3ccc(C#N)cc3)cc2C(=O)N([C@@H](C)CO)C[C@H]1C | -19 | 2 | -17 | -1 | 0 | 2 | -22 | -15
COc1ccc(/C=C2\SC(=S)N(NS(=O)(=O)c3ccc(C)cc3)C2=O)c(OC)c1 | -16 | -3 | 34 | 3 | 2 | 3 | -4 | -13
COc1ccc2c3c(n(C)c2c1)[C@H](CO)NCC31CN(C(=O)CC2CC2)C1 | 16 | -4 | -2 | 0 | -12 | x | -19 | -3
Cc1ccc(-c2csc3ncnc(Nc4ccc(C(=O)O)cc4)c23)cc1 | -18 | -3 | -6 | 1 | -11 | 5 | -3 | 5
CC1CCCN(S(=O)(=O)c2ccc(NC(=O)Cc3ccc(S(=O)(=O)N4CCOCC4)s3)cc2)C1 (centres undefined) | -1 | x | 26 | 2 | -8 | x | -5 | 26

Part of the list above, field by field:
smiles: COc1ccc([C@H]2C(C(=O)O)=C[C@@H](C(C)(C)C)N2S(=O)(=O)c2ccccc2)cc1
  LGR2 antag: -22; PGC1a acetyl inh: -1; PAX8 reporter: -8; ERAP1 inh: -1; FN deposit inh: -1; PglD inh: 0; S100A4 MyoIIA: 0; EWS-Fli block: -4
smiles: CCn1c(CCNC(=O)c2ccco2)nc2ccccc21
  LGR2 antag: 2; PGC1a acetyl inh: x; PAX8 reporter: 3; ERAP1 inh: -2; FN deposit inh: -8; PglD inh: 5; S100A4 MyoIIA: 7; EWS-Fli block: 2
